From PubChem BioAssay
B2AR arrestin: beta2AR (human) beta-arrestin recruitment activity | P07550 | beta-arrestin recruitment to beta2AR, cell-based reporter | Potency, µM (top dose mostly 46.1 µM), for the others: at the top dose activation, hits mostly activators | 0.02% of 330,000 active | AID 492947;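 further: potency means the concentration at half of the fitted maximal effect; 0% = DMSO controls and full agonism = EC100 isoproterenol or metaproterenol; nearly all actives have a fitted effect of over 65% in size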
Target sequence (P07550 whole entry, looked up): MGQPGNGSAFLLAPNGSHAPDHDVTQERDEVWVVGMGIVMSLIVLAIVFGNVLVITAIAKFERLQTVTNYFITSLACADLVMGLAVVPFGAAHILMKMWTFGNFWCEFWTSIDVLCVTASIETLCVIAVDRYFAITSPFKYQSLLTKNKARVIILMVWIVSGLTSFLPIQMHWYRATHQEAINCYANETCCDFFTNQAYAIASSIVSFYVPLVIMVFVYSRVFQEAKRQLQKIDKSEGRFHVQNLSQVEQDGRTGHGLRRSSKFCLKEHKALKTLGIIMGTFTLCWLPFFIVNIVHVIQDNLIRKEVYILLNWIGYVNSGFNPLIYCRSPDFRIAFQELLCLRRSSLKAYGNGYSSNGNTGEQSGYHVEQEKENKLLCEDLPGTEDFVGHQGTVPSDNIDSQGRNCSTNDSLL
GALK inh: blocks human galactokinase activity; Potency, µM (titrated, usually from 57.5 µM), for inactives: top-dose activity change, negative = inhibition, usual class: inhibitors; Purified GALK, Kinase-Glo residual ATP luminescence; P51570; 0.007% of 270,000 active; further: potency means the concentration at half of the fitted maximal effect; on the % scale 0 is the no-effect control and ±100 the full control effect
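Quantitative HTS: GALK 5 nM, ATP 35 uM, galactose 100 uM, 1 h room temperature, then luciferase-based ATP detection.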
PKM2 act: increases activity of human pyruvate kinase M2; P14618; purified PKM2, Kinase-Glo ATP luminescence, activation; response scale: 0% is enzyme alone, no compound; Potency, µM (doses to about 57.5 µM), for the others: at the top dose activation, actives largely listed as activators; 0.34% of 260,000 active; further: potency means the concentration at half of the fitted maximal effect; on the % scale 0 is the no-effect control and ±100 the full control effect; nearly all actives have a fitted effect of over 55% in size
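ATP formation by purified human PK-M2, quantified via coupled luciferase luminescence after 1 h at room temperature with 0.1 mM ADP and 0.5 mM PEP final.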
TRPV1 ag: activates the human vanilloid receptor TRPV1; Q8NER1; TRPV1-expressing cells, Fluo-8 calcium influx, agonist mode; activation, % at 8.33 µM; 0.19% of 320,000 active; AID 540275; in the data active means activation above about 80%; inconclusive means between about 30% and that limit; further: 0% is about no effect
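Fluo-8 calcium influx in TRPV1-expressing cells, kinetic read (ex 480/em 520 nm). Compound added and read 3 min for agonist activity, followed by capsaicin at EC20 final and 2 min further read for enhancement.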
FBPA coupling cs: counter-screen for Giardia aldolase inhibitors: coupling enzyme system; activity change, negative = inhibition, % at 58.2 µM, hits read low; 0.67% of 290,000 active; coupling enzyme system counterscreen, AmpLite Red fluorescence; in the data active means activity change below about -30%; further: on the % scale 0 is the no-effect control and ±100 the full control effect
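Counterscreen of the coupled detection system alone, without aldolase: glyceraldehyde-3-phosphate coupling enzymes plus AmpLite Red readout. Compounds at 57.5 uM final, 10 min RT preincubation, 20 min RT reaction, fluorescence 525/598 nm.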
Giardia killer: Giardia lamblia killing; 0.15% of 340,000 active; Giardia lamblia trophozoite viability; activity change, % at 7.66 µM, hits read low; in the data active means activity change below about -80%; inconclusive means between about -30% and that limit;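 further: parasites exposed to compound for two days anaerobically before the ATP read; on the % scale 0 is the no-effect control and ±100 the full control effect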
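Anaerobic 48 hrs incubation at 37 deg C of 100 trophozoites/well with test compounds; ATPLite 1-Step luminescence, 15-30 min RT, reports cellular ATP as viability.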
KCNH2 3.1 block: blocks the human KCNH2 3.1 channel isoform. U2OS KCNH2 3.1, thallium flux FluxOr; stronger effect = lower value. activity change, % (tested at about 1.8 µM). 0.95% of 340,000 active. AID 720553;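 active means maximum activity change below -70%; inconclusive means maximum activity change from -70% to -50%; inactive means maximum activity change above -50%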;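 further: thallium influx rate constant from kinetic fluorescence after stimulation buffer; on the % scale 0 is the no-effect control and ±100 the full control effect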
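Thallium flux read-out: FluxOr dye with Red40 quencher in HBSS/HEPES, 45 min at RT. Rate constants from kinetic reads were normalized to positive and negative DMSO controls. Cells: U2OS virally expressing the 3.1 isoform.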
hERG WT inh: inhibitors of human wildtype KCNH2 potassium channel. activity change, % at 1.84 µM. U2OS, BacMam KCNH2, thallium flux FluxOr; stronger effect = lower value. 0.37% of 340,000 active;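 active means maximum activity change below -70%; inconclusive means maximum activity change between -70% and -50%; inactive means maximum activity change above -50%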; further: on the % scale 0 is the no-effect control and ±100 the full control effect
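U2OS cells were transduced with wild-type KCNH2 virus (2.03 x 10^8 / mL) for 4 h at room temperature, then cultured overnight at 37 C. Thallium flux was read with FluxOr dye. Rate constants were normalized to DMSO controls.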
Menin MLL FP TR: inhibitors of human menin-MLL interaction, mutant MLL peptide; Menin + Texas Red MLL mutant peptide, fluorescence polarization; AID 1768; 0.23% of 270,000 active; O00255; Potency, µM (doses to about 61.6 µM), for inactives: at the highest dose FP activity change, negative = inhibition, actives largely listed as inhibitors; active means well fitted inhibition curve with a large enough effect in the polarisation, with a control signal flat, not every such curve was filed as active; inconclusive means small, poorly fitted or top-dose-only effect, or effect the other way, or a change in a side signal; inactive means no such curve, though single readings can be large or run the other way; the % refers to the polarisation; further: potency means the concentration at half of the fitted maximal effect; % of control where 0% means no effect; many of its hits are not listed in these tables
CXXC DNA block: blocks binding of human MLL CXXC domain to DNA; Potency, µM (top dose mostly 115 µM), inactives show top-dose activity change, negative = inhibition, hits mostly inhibitors; Q03164; MLL-CXXC / FITC-HOXA9 DNA fluorescence polarization; 0.037% of 290,000 active; active means well fitted inhibition curve with a large enough effect in the polarisation, with a control signal flat, not every such curve was filed as active; inconclusive means small, poorly fitted or top-dose-only effect, or effect the other way, or a change in a side signal; inactive means no such curve, though single readings can be large or run the other way; the % refers to the polarisation; further: potency means the concentration at half of the fitted maximal effect
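Steps: dispense CXXC domain solution (7 uM) → pin compounds or unlabeled HOX-A9 DNA control → 5 min ambient → add FLSN-HOX-A9 solution (50 nM) → spin → 30 min ambient → fluorescence polarization. Tris pH 7.5/NaCl/DTT/BSA buffer.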
USP2a block: inhibitors of human ubiquitin-specific protease USP2a | Potency, µM (highest dose often 38.3 µM), for the others: at the highest dose activity change, negative = inhibition, usual class: inhibitors | 0.01% of 330,000 active | USP2 core, Ub-CHOP2 coupled fluorogenic reporter, 485/531 | O75604 | AID 463254;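 further: potency means the concentration at half of the fitted maximal effect; plate controls were DMSO wells for no effect and full inhibition by NEM control for full effect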
Target sequence (O75604 whole entry, looked up): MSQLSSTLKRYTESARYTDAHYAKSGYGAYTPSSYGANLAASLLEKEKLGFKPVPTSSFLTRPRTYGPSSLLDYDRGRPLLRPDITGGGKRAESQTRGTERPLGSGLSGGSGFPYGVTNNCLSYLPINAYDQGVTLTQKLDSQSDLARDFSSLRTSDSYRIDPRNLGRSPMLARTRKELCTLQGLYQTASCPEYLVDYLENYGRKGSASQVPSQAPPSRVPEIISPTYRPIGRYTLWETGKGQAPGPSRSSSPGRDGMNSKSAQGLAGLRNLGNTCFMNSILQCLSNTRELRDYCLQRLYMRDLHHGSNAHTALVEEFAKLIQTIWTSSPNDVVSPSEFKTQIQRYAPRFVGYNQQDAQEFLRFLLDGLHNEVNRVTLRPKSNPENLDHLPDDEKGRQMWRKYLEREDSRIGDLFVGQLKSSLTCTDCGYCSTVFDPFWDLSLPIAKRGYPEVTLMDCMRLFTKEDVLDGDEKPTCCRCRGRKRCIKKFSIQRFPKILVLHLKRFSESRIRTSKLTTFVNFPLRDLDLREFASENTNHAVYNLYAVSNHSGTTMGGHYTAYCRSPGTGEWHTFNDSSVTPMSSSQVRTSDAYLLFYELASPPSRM
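Cell-free coupled assay: 10nM USP2 core preincubated 30min RT with compound in Tris-HCl pH 8.0/CaCl2/CHAPS buffer, then 25nM Ub-CHOP2 and 25nM reporter substrate; fluorescence (Ex 485/Em 531) read after 60min RT, normalized to NEM inhibition, concentration-response curves fitted.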
Active calls of the source: *; ? = inconclusive; · = not tested or not shown; [ ] = dose if it differs, or a comment. Unless noted, the call rests on the fitted dose curve; in most records, active means well fitted curve in the direction sought with a large enough effect; inconclusive means small, poorly fitted or top-dose-only effect, or another doubt; inactive means no such curve, though single readings can be large; an effect the other way counts as inactive or inconclusive. Only part of the results is shown; rates above refer to the full screens.

molecule	B2AR arrestin	GALK inh	PKM2 act	TRPV1 ag	FBPA coupling cs	Giardia killer	KCNH2 3.1 block	hERG WT inh	Menin MLL FP TR	CXXC DNA block	USP2a block
O=C(CCn1c(=O)c2sccc2n(CC(=O)OCc2ccccc2)c1=O)NCc1ccccc1	0.0%	-6.2%	1.1%	0.4	5.1	-5.5	-16.0	3.9	-7.3%	4.5%	-0.2%
Cc1ccc(C(=O)CC2C(=O)N(c3ccccc3)C(=S)N2c2ccccc2)cc1 (stereo not given)	-0.1%	0.0%	2.3%	9.1	1.2	-15.4	-6.6	-2.5	?	3.1%	0.4%
CCCc1cc(=O)[nH]c(NCCc2ccccc2)n1	-1.1%	3.9%	-0.4%	-0.3	2.6	18.3	5.7	8.3	-18.2%	3.3%	-0.2%
COc1ccc(C(C(=O)NCC2CCCO2)N(C(=O)CNC(=O)c2ccco2)c2cc(C)ccc2C)cc1OC (stereo not given)	-0.5%	-0.2%	·	0.3	5.0	-2.6	2.3	-0.9	-28.0%	-14.0%	2.7%
CCOc1cc(S(=O)(=O)N2CCC(C(N)=O)CC2)ccc1F	-0.2%	3.4%	5.4%	0.3	-0.2	-9.7	-3.4	36.0	-2.3%	14.8%	2.2%
O=C(c1cc(-c2ccncc2)nc2ccc(Cl)cc12)N1CCN(C(=O)C2CCCO2)CC1 (stereo not given)	-1.6%	0.8%	0.3%	-2.1	3.3	-21.5	-2.1	1.0	13.6%	0.9%	0.0%
CCn1c(C(=O)N2CCC(C(=O)NCc3ccc(OC)cc3)CC2)cc2sccc21	0.5%	0.4%	·	10.6	3.4	-18.9	-3.4	-8.6	-2.4%	-0.7%	3.2%
c1ccc(-c2ccc(-c3nc(-c4cccnc4)no3)cc2)cc1	0.2%	1.6%	20.8%	1.8	-1.9	-5.0	3.2	-0.7	2.9%	6.0%	2.9%
OC1(c2ccc(Br)cc2)CCN(Cc2cccc(Br)c2)CC1	-0.7%	6.6%	-2.9%	2.5	-0.2	-20.9	-76.5*	26.2	-3.2%	19.4%	1.5%
COc1ccc(NC(=O)CN(C)C(=O)CCSc2ccc(F)cc2)cc1	-2.8%	·	·	11.2	·	0.2	-0.4	21.3	·	·	0.1%
C=CCNc1ccc(F)c(F)c1N1CCCCCC1=O	0.5%	2.2%	-1.8%	0.8	2.0	5.3	-0.5	7.1	8.3%	-3.8%	-5.4%
CC(C)(C)NC(=O)C(c1ccncc1)N(Cc1cccs1)C(=O)Cn1nnc(-c2ccc(F)cc2)n1 (stereo not given)	-0.1%	-1.0%	20.8%	9.2	-0.6	-22.8	-3.5	2.8	1.0%	-2.1%	6.0%
CSCC[C@H](NC(=O)NCCc1ccc(F)cc1)C(=O)O	0.2%	2.0%	-6.0%	·	-0.1	-3.0	15.7	-3.2	-10.5%[11.7 µM]	-0.7%	-1.7%
O=C(NN1CCOCC1)NC12CC3CC(CC(C3)C1)C2	-0.1%	4.0%	-2.4%	0.8	1.5	12.1	-0.7	0.2	·	0.0%	-0.7%
CCCCC(=O)Nc1nnc(-c2ccco2)o1	-0.2%	-0.3%	-1.4%	-4.4	1.7	13.0	-9.0	-6.8	22.6%	-7.3%	2.1%

Other results
molecule	B2AR arrestin	GALK inh	PKM2 act	TRPV1 ag	FBPA coupling cs	Giardia killer	KCNH2 3.1 block	hERG WT inh	Menin MLL FP TR	CXXC DNA block	USP2a block
CCOC(=O)c1ccc(N=c2sc(C(=O)OC)cc(=O)n2C2CC2)cc1	0.2%	-2.2%	7.4%	-0.6	4.0	-14.1	-3.5	2.0	9.7%	-3.9%	-1.8%
COc1ccc(CN2CCN(C(=O)Cn3ncn4cccc4c3=O)CC2)c(OC)c1OC	-0.1%	·	-4.7%	-0.6	-1.0	3.5	9.4	1.5	1.4%	·	2.3%
CCOc1cc(CNCc2ccncc2)cc(Br)c1OCc1ccc(F)cc1	-0.2%	0.0%	-0.4%	?	2.3	14.8	-13.5	15.2	7.0%	23.3%	-1.8%
CCOC(=O)Cn1c(CN2CCc3ccccc3C2)nc2c1c(=O)n(C)c(=O)n2C	0.0%	1.0%	-0.2%	4.3	-5.0	-2.3	3.6	-13.6	1.3%	7.1%	0.3%
CCOc1ccccc1NC(=O)NC1CC2CCCC(C1)N2Cc1nnnn1CCc1ccccc1 (stereo not given)	0.2%	-3.0%	-4.1%	-0.6	12.8	3.0	-0.3	2.0	-4.3%	18.0%	-1.3%
Cc1nn(-c2ccccc2)c(C)c1C(=O)NCc1ccc(F)cc1	-0.8%	-2.9%	-2.1%	-1.2	3.4	3.4	6.0	9.2	-18.7%	3.5%	0.5%
O=C(O)CCC(=O)Nc1sc2c(c1C(=O)Nc1cccc3ccccc13)CCCCC2	0.4%	·	10.9%	0.5	-0.6	11.2	-1.9	-20.2	?	5.1%	2.7%
O=C(c1ccco1)N1CCN(C(=O)N2CCOCC2)CC1	0.0%	-0.4%	8.4%	-3.7	0.7	-1.6	-1.5	3.5	-21.3%	0.3%	1.8%
CCOC(=O)c1sc(N=NC2=C(O)CC(C)(C)CC2=O)c(C(=O)OCC)c1C	-0.1%	0.6%	·	4.9	-0.1	8.0	-1.3	2.8	1.5%	24.6%	2.4%
O=C(O)CSC1CC(=O)N(c2cccc(Cl)c2)C1=O (stereo not given)	-0.3%	1.5%	13.7%	3.7	2.3	-7.8	-2.1	-9.0	-2.9%	-0.3%	-6.5%
CCN(CC)C(=O)c1cccc(NC(=O)C2CCN(C(=O)c3cccs3)CC2)c1	0.0%	·	·	·	·	6.3	-11.2	16.2	·	·	-0.6%
CCOc1ccc(CCNC(=O)COC(=O)c2cccnc2Cl)cc1OCC	-0.3%	·	·	2.7	·	-6.9	11.0	3.3	·	·	1.6%
CN(C)S(=O)(=O)c1ccc(C(=O)NCc2ccccc2)cc1	0.0%	2.7%	-2.8%	2.1	-3.0	-3.4	10.0	6.5	8.3%	-7.3%	-1.3%
CSc1nc(C(=O)N2CCc3c([nH]c4ccccc34)C2c2ccccn2)cs1 (stereo not given)	-0.7%	4.5%	0.1%	27.9	-2.8	-13.1	4.9	-15.4	6.1%	-14.5%	-6.4%
CC(C)c1nc(CNC(=O)c2cc(COc3c(F)cccc3F)on2)cs1	-0.5%	2.3%	6.5%	14.2	2.4	-9.9	8.9	-7.7	-10.9%	-2.1%	1.7%

(continued)
molecule	B2AR arrestin	GALK inh	PKM2 act	TRPV1 ag	FBPA coupling cs	Giardia killer	KCNH2 3.1 block	hERG WT inh	Menin MLL FP TR	CXXC DNA block	USP2a block
Cc1nc(-c2ccc(NC(=O)c3ccco3)cc2)cs1	0.3%	-6.1%	·	26.2	0.2	-98.1*	6.8	-3.1	3.6%	8.3%	3.4%
CC1CC(C)CN(C(=O)COC(=O)c2ccc(Cl)nc2)C1 (stereo not given)	-2.1%	·	·	3.1	·	-18.1	11.7	-6.3	·	·	2.6%
O=C(NCCc1ccccc1)C(=O)NC1CCCCC1	0.0%	1.3%	3.0%	-0.3	-0.4	9.5	-5.4	-1.6	8.8%	5.1%	3.1%
COC(=O)c1cc(Nc2cc(C)c3ccc(O)cc3n2)cc(C(=O)OC)c1	0.5%	3.7%	0.0%	-0.8	2.2	-8.1	24.9	3.9	·	19.4%	0.6%
COc1ccc2oc(C(=O)OCC(=O)Nc3ccc(C(=O)N(C)C)cc3)c(C)c2c1	-0.8%	4.4%	-5.4%	-0.1	-0.2	3.5	-9.2	-16.9	-5.3%	?	-1.5%
COc1ccc(Cl)cc1S(=O)(=O)N1CCC(C(=O)NCCc2ccccc2)CC1	0.7%	0.4%	1.7%[11.5 µM]	-2.0	0.2	22.3	-25.2	-16.3	-0.9%	5.7%	-0.5%
O=C(Cn1cnc([N+](=O)[O-])n1)N/N=C/c1cc(Cl)ccc1O	0.0%	4.9%	-1.6%	1.3	0.6	11.8	-10.2	-2.0	-1.6%	3.0%	-1.4%
COC(=O)C(O)(NC(=O)OCc1ccccc1)C(F)(F)F (stereo not given)	-0.1%	1.0%	1.8%	0.2	0.2	-8.2	3.5	1.4	35.5%[activator]	6.3%	-1.6%
COc1ccccc1-c1nc2ccccc2c(=O)n1O	-0.5%	5.2%	·	1.2	-2.4	6.1	10.5	-3.1	-8.1%	23.7%	0.9%
O=C(N1CCCCCC1)N1CCN(S(=O)(=O)c2ccccc2)CC1	0.1%	5.5%	6.6%	16.2	3.8	6.3	11.4	-8.6	-1.1%	5.1%	2.5%
